Lamin A splicing – qHTS Assay for Modulators of Lamin A Splicing; HeLa LMNA splicing GFP/RFP minigene ratio, 48 h; Potency, µM (titrated, usually from 46.1 µM), for the others: at the top dose ratio change, negative = inhibition, actives largely listed as inhibitors; actives 0.01% (n = 200,000); active = well fitted inhibition curve with a large enough effect in the signal ratio, with a control signal flat, not every such curve was filed as active; inconclusive = small, poorly fitted or top-dose-only effect, or effect the other way, or a change in a side signal; the % refers to the signal ratio; also: potency is read from the fitted curve at half-maximal effect; % is scaled to controls: 0 for no effect and ±100 for the full control effect
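S3 HeLa stable clones carrying a lamin A-EGFP splicing minigene plus DsRed2 were seeded at 600 cells/well in Opti-MEM with 2% FBS, pin-dosed and incubated 48 h at 37°C. Acumen cytometry (488 nm) gave the GFP/RFP total-intensity ratio.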
SMN2 splice up – qHTS Assay for Enhancers of SMN2 Splice Variant Expression | HEK293 SMN2-luciferase splicing reporter, luminescence, 30-36 h | Potency, µM (titrated, usually from 46.1 µM), for the others: at the top dose activity change, positive = activation, actives largely listed as activators | actives 2.8% (n = 210,000); also: potency is read from the fitted curve at half-maximal effect; % of control where 0% means no effect; nearly all actives have a fitted effect of over 55% in size
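HEK293 cells carry an SMN2 […]–luciferase reporter in which exon 7 inclusion puts luciferase in frame. Cells were plated 10-12 h before compound addition, then incubated 30-36 h at 37C. ONE-Glo luminescence was read; sodium butyrate at 4.5 mM final served as control.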
IMPase Li inh – qHTS Assay for Identifying the Cell-Membrane Permeable IMPase Inhibitors: Potentiation with Lithium | Potency, µM (highest dose often 59.4 µM), inactives show at the top dose activity, negative = IMPase inhibition, usual class: inhibitors | CHO-M1 cells, IP1 TR-FRET (IP-One), carbachol + lithium | actives 0.35% (n = 210,000) | AID 1457, 2008;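 also: IP1 builds up when IMPase is blocked and the TR-FRET signal falls; potency is read from the fitted curve at half-maximal effect; plate controls were basal vehicle for no effect and high inhibitor control for full effect; nearly all actives have a fitted effect of over 50% in size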
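CHO cells stably expressing M1 receptor (2000/well) were cultured 16–30 h, then exposed to compounds with a small lithium addition for 30 min at 37C. IP1 was measured by TR-FRET competition; AC50 from Hill fits.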
CBFb RUNX1 block – qHTS Assay for Compounds Blocking the Interaction Between CBF-beta and RUNX1 for the Treatment of Acute Myeloid Leukemia; Runt-related transcription factor 1 (Homo sapiens) + Core-binding factor subunit beta …; AlphaScreen CBFb-His/RUNX1-biotin binding, biochemical; Potency, µM (highest dose often 59.8 µM), inactives show at the highest dose activity, negative = inhibition, actives largely listed as inhibitors; 230,000 tested, under 10 active; AID 1477, 2009; also: % of control where 0% means no effect
Target sequence (Q01196 whole entry, looked up): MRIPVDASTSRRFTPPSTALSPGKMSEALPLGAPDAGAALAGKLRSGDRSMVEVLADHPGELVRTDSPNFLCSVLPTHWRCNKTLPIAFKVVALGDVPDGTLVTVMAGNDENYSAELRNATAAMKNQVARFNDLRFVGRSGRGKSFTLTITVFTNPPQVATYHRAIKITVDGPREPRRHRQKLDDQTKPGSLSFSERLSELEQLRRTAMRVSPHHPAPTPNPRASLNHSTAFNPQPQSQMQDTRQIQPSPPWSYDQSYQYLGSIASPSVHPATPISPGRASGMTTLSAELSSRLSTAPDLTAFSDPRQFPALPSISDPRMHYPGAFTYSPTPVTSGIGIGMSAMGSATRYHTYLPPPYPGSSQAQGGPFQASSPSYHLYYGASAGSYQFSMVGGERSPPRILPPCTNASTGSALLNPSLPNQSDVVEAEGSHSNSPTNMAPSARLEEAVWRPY
Target sequence (Q13951 whole entry, looked up): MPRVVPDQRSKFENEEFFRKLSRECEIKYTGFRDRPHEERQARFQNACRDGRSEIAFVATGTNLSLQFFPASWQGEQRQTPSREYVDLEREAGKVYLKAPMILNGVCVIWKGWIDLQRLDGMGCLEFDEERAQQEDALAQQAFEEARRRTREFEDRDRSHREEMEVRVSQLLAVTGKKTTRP
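Room-temperature protein-protein interaction test with 30 nM each of His-tagged CBF-beta and biotinylated RUNX1, 15 min with compound, then 90 min with nickel plus streptavidin beads. Signal read in AlphaScreen mode.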
KinaseGlo FLuc – Counterscreen for Luciferase (Kinase-Glo TM) Inhibition; AID 1379, 2008; Kinase-Glo luciferase, ATP luminescence, 8 min; actives 0.28% (n = 200,000); Potency, µM (titrated, usually from 38.3 µM), inactives show top-dose activity change, negative = inhibition, actives largely listed as inhibitors; Luciferin 4-monooxygenase (Photuris pensylvanica), Q27757; also: potency is read from the fitted curve at half-maximal effect; % is scaled to controls: 0 for no effect and ±100 for the full control effect; nearly all actives have a fitted effect of over 60% in size
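Compound is pinned into ATP-containing buffer (10 uM ATP, imidazole pH 7.2, 7 mM MgCl2). Kinase-Glo luciferase reagent is then added. Light output is recorded following an 8-min room-temperature incubation.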
HTT cytoprotect – qHTS Multiplex Assay to Identify Dual Action Probes in a Cell Model of Huntington: Cytoprotection (ATP) | actives 0.14% (n = 230,000) | PC12 HTT-Q103 induced, cytoprotection, ATP luminescence, 40 h | Potency, µM (doses to about 56.4 µM), for inactives: cytoprotection (ATP increase), actives largely listed as activators;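 also: potency is read from the fitted curve at half-maximal effect; % of control where 0% means no effect; nearly all actives have a fitted effect of over 45% in size; toxic huntingtin expression switched on by the ecdysone agonist tebufenozide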
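Stable PC12 Q103-GFP cells in serum-supplemented, phenol red-free DMEM; induction by tebufenozide at 100 nM final; compound dose series; cell viability quantified luminescently from ATP.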
HttQ103 aggreg – qHTS Multiplex Assay to Identify Dual Action Probes in a Cell Model of Huntington: Aggregate Formation (GFP) | PC12 HttQ103-GFP aggregates, Acumen cytometry, 40 h | Potency, µM (doses to about 46.1 µM), without a hit: at the highest dose activity change, negative = inhibition, most hits filed as inhibitors | actives 1.1% (n = 220,000); also: potency is read from the fitted curve at half-maximal effect; % is scaled to controls: 0 for no effect and ±100 for the full control effect; nearly all actives have a fitted effect of over 60% in size
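Compounds (qHTS titration) were added to PC12 cells expressing an ecdysone-driven HTT exon 1 Q103–GFP fusion after induction with 100 nM tebufenozide. Aggregate formation was measured as GFP objects in cell lysates.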
Starred values were filed as active, the others as inactive; ? = inconclusive; · = no result given; & = joins results of further samples; [ ] = remark or other dose. Unless noted, calls follow the shape of the dose curve; as a rule, active = well fitted curve in the direction sought with a large enough effect; inconclusive = small, poorly fitted or top-dose-only effect, or another doubt; inactive = no such curve, though single readings can be large; an effect the other way counts as inactive or inconclusive.

The line under a structure holds: Lamin A splicing | SMN2 splice up | IMPase Li inh | CBFb RUNX1 block | KinaseGlo FLuc | HTT cytoprotect | HttQ103 aggreg
Cc1ccc(-n2c(-c3ccc(Br)cc3)c[n+]3c2CCc2ccc4cccnc4c2-3)cc1
→ 1% | -58%[inhibitor] | 19%[38.3 µM] | -7% | -5% | -111%[inhibitor] | 1.8µM*
Cc1nc(-c2cccnc2)sc1C(N)=O
→ ? | -2% | 2%[38.3 µM] | 2% | 0% | -2% | -9%
O=C(CN1C2CCC1CC(NC(=O)C1CC1)C2)NCc1ccccc1 (centres undefined)
→ 0% | -3% | 9%[38.3 µM] | 8% | -1% | -2% | -1%
Cc1ccc(-c2cc(C(F)F)n3ncc(C(=O)N4CCc5ccccc54)c3n2)cc1
→ ? | -36%[inhibitor] | 2% | 0% | -1% | -63%[inhibitor][10 µM] | -26%[9.22 µM]
O=C(CCCn1c(=S)[nH]c2ccccc2c1=O)NC1CCCC1
→ ? | -7% | -3%[38.3 µM] | 2% | -5% | 3% | -10%
COC(=O)CCn1c(C)cc(C(=O)COc2ccccc2C(N)=O)c1C
→ -13%[46 µM] | -32%[inhibitor] | 27% | -3% | -3% | -116%[inhibitor] | ?
Cn1c(SCc2ccccc2F)nc2cccnc21
→ 9% | 13µM* | 1%[38.3 µM] | 4% | -6% | -29% | -15%
CSc1nc(-c2ccc(Cl)cc2)nn1S(=O)(=O)c1ccccc1
→ 6% | 13µM* | 18% | 3% | 1% | -8%[10 µM] | 2%
COCCN1CCn2c(nc3cc(NC(=O)c4cccs4)ccc32)C1
→ -6% | 14% | 23%[38.3 µM] | 2% | -6% | 3% | -5%
Cc1cc(=O)oc2cc(OCc3ccc(C(=O)OCC(=O)N(C)C4CCS(=O)(=O)C4)cc3)ccc12 (centres undefined)
→ · | · | · | 9% | · | 15%[10 µM] | 0%[9.22 µM]
COc1ccc(NC(=S)Nc2ccc(N(C)C(C)=O)cc2)cc1
→ · | -5% | 8% | 5% | -1% | 9% | ?
CC(=O)Nc1ccc(NC(=O)CN(c2cc(Cl)ccc2Cl)S(C)(=O)=O)cc1
→ · | 18% | 4% | -1% | -3% | -7% | 32µM*
CCOC(=O)C1=C(CC)OC(N)=C(C#N)C1c1ccc(OC)cc1OC (centres undefined)
→ -2% | 1% | 14% | 0% | 0% | 16%[10 µM] | -9%
O=C(COc1ccccc1)NCC(=O)Nc1cccc(S(=O)(=O)NC2=NCCC2)c1
→ -2%[46 µM] | 6% | -4% | -4% | 1% | -28% | 7%
CCO[C@H]1OC(C(=O)N2CCN(Cc3ccccc3)CC2)=C[C@@H](C2CCCCC2)[C@@H]1CCCO
→ · | · | -1% | 9% | · | -10%[10 µM] | 6%[9.22 µM]
O=C(NCc1ccco1)C(=O)NCC1OCCN1S(=O)(=O)c1ccccc1 (centres undefined)
→ 12% | 14% | 4% | 9%[2.36 µM] | 9% | · | 13%
Cc1cc(=O)[nH]c(N/N=C/c2c(O)n(-c3ccccc3)c(=O)c3ccccc23)n1
→ 1% | 0% | 20% | ? | -2% | 7%[10 µM] | -4%
Cc1cccc2nc(CSc3nncn3-c3ccccc3)cn12
→ -3% | -21% | 0%[38.3 µM] | 1% | -1% | 7% | 1%
N#CCN1C(=S)N=C(Nc2cccc(Cl)c2)C12CCCCC2
→ -11% | -19% | 9%[38.3 µM] | -13% | -5% | 23% | 9%
Cn1cnc([N+](=O)[O-])c1Sc1ncnc2nc[nH]c12
→ ? | -41%[inhibitor] | -11%&13%&-11%&8% | -9% | -3% | ? | 5%
Cc1ccc(-n2nc(C(=O)O)c(O)cc2=O)cc1
→ · | -9% | -2% | 4% | 3% | -13% | -3%
O=C(O)Cn1cnc2ccccc2c1=O
→ 9% | 5% | -9%[38.3 µM] | -1% | 4% | 5% | 14%[9.22 µM]
CC(=O)Nc1ccc(N/C=C/C(=O)c2ccco2)cc1
→ -1% | 28µM* | 11%[38.3 µM] | 4% | ? | -16% | 9%
C=CCn1c(C)cc(C(=O)COc2ccc(S(=O)(=O)N3CCCC3)cc2[N+](=O)[O-])c1C
→ -16% | -14%[1.84 µM] | 4% | -28% | -4% | 15%[10 µM] | 7%
Cc1cc(NC(=O)CSc2ncn(-c3ccccc3)n2)no1
→ 1% | 3% | -1%[38.3 µM] | 6% | -4% | -11% | 7%
CCN(CC)S(=O)(=O)c1ccc(C(=O)NCCCn2ccnc2)cc1
→ · | ? | 0% | 1% | -1% | · | -13%
CNC(=O)CCc1nc(-c2ccc(C(C)(C)C)cc2)no1
→ 13% | -17% | -2%[38.3 µM] | 5% | -3% | -129%[inhibitor][0.074 µM] | -11%
O=C(Cc1ccccc1)N/N=C/c1ccccc1OCc1ccc(Cl)cc1
→ 5% | 7% | 7%[38.3 µM] | -10% | 0% | -23% | -21%
N=c1ccn2c(n1)OC1C(O)C(CO)OC12 (centres undefined)
→ ? | -52%&-63%[inhibitor] | -7%&3% | 2%&9% | -2%&0% | -257%[inhibitor] | -28%[9.22 µM]
CN(C)c1ccc(/C=C2\CCCCC2=O)cc1
→ -10% | 22µM* | 1% | -13% | -4% | 1%[10 µM] | 16%
CC(C)CC(=O)NC(NC(=S)Nc1cccc2cccnc12)C(Cl)(Cl)Cl (centres undefined)
→ ? | -18% | 0%[38.3 µM] | 2% | 0% | -7% | -24%
Cc1ccc(-c2c(C)c(-c3ccc(F)cc3)nc(N)c2C#N)o1
→ 16% | -10% | ? | 20% | -6% | -29%[0.074 µM] | 3%
Cc1ccccc1NC(=O)N1CCN(C(=O)c2ccco2)CC1
→ · | -4% | 3% | 6% | -2% | -4% | -17%
O=c1c(-c2cccc(Cl)c2)nc2cncnc2n1-c1ccccc1
→ 2% | · | 3% | · | · | 13% | ·
COc1cc(C=O)c(Br)cc1OCC(=O)NCCc1ccccc1
→ -18%[46 µM] | -7% | 1% | 8% | 3% | -12% | 19%
O=c1c(S(=O)(=O)c2ccc(Cl)cc2)cn(Cc2cccc(F)c2)c2ccc(F)cc12
→ -20% | -17% | -6% | 2% | 2% | 5%[10 µM] | 3%
OCCN1CCN(c2ncnc3c2c(-c2ccccc2)cn3-c2ccc(F)cc2)CC1
→ · | 6% | 9% | -9% | 1% | -33%[inhibitor] | -21%
Cn1c(SCC(=O)N2CCCC2)nnc1-c1ccc(S(=O)(=O)N2CCCC2)cc1
→ 0% | -10% | 11%[38.3 µM] | -3% | -1% | -12% | 0%
CC(=O)Nc1nccc(-c2cc(-c3ccccc3)no2)n1
→ · | · | · | 3% | · | -7%[10 µM] | -17%[9.22 µM]
Cc1ccc(CC2S/C(=N/c3ccccn3)NC2=O)cc1 (centres undefined)
→ -2% | 1% | ? | 4% | 0% | 9% | -8%
O=C(Cn1cnc2c(nnn2Cc2ccc(Cl)cc2)c1=O)N1CCN(c2ccccc2)CC1
→ · | · | 5% | -1% | · | 10% | 15%[9.22 µM]
O=C(COC(=O)CNC(=O)C1CCCCC1)Nc1ccc2c(c1)OCCO2
→ · | -3% | 3% | 1% | -1% | -48%[inhibitor] | 12%
Cc1cc(NC(=O)NCC(F)(F)F)no1
→ · | · | · | 4% | · | -13%[10 µM] | 3%[9.22 µM]
CCn1c(SCC(=O)Nc2ccc3c(c2)OCCO3)nnc1-c1cccs1
→ -2% | -2% | -11%[38.3 µM] | 0% | -8% | 6% | -12%
O=C(NCCO)c1ccc2c(c1)S(=O)(=O)c1ccccc1C2=O
→ 6% | ? | 17%[38.3 µM] | 0% | 24% | -12%[10 µM] | 5%

Next section; it opens with the two that closed the last part.
The line under a structure holds: Lamin A splicing | SMN2 splice up | IMPase Li inh | CBFb RUNX1 block | KinaseGlo FLuc | HTT cytoprotect | HttQ103 aggreg
CCn1c(SCC(=O)Nc2ccc3c(c2)OCCO3)nnc1-c1cccs1
→ -2% | -2% | -11%[38.3 µM] | 0% | -8% | 6% | -12%
O=C(NCCO)c1ccc2c(c1)S(=O)(=O)c1ccccc1C2=O
→ 6% | ? | 17%[38.3 µM] | 0% | 24% | -12%[10 µM] | 5%
c1ccc(-n2cnnc2SCc2cn3ccsc3n2)cc1
→ 3% | -5% | -2%[38.3 µM] | 10% | -1% | -9% | 12%
O=C(Nc1ccc(S(=O)(=O)N2CCCC2)cc1)c1ccc2c(=O)n3c(nc2c1)CCCCC3
→ ? | -61%[inhibitor] | 4% | 6% | -3% | 13%[10 µM] | -23%
CCC(C(=O)OCC(=O)Nc1ccc(SC(F)F)cc1)c1ccccc1 (centres undefined)
→ -1% | -10% | 5% | 13% | 0% | 30%[10 µM] | -7%
CCNc1ncc2nc(-c3ccc(OC)cc3)c(=O)n(-c3ccc(OC)cc3)c2n1
→ · | -12% | -20% | · | -2% | 24% | ·
COc1cc(S(=O)(=O)N2CCCC2)c(C)cc1C
→ 10%[46 µM] | 5% | -2% | 20% | 3% | -14% | -9%
O=C(NCCCn1ccnc1)C(=O)c1cn(CC(=O)N2CCCCCC2)c2ccccc12
→ · | -21% | -1% | 4% | 0% | -30% | -7%
CC(NC(=O)NC1CCCCC1)C(c1cccs1)N1CCN(Cc2ccccc2)CC1 (centres undefined)
→ 3% | -35%[inhibitor] | 31%[activator][38.3 µM] | 13% | -1% | 19%[10 µM] | -5%
CCOc1ccccc1NC(=O)CSc1nnc(CNC(=O)COc2ccc(Cl)cc2)o1
→ 8% | 3% | -23%[38.3 µM] | 1% | -7% | -2% | 24%
COc1ccccc1C(N)=S
→ ? | 6% | -7% | -3% | 1% | 3%[10 µM] | 0%
CC(=O)c1sc(NC(=O)CCCOc2ccc(Cl)cc2)nc1C
→ 10%[46 µM] | -12% | 3% | 14% | 0% | -14% | -2%
COc1ccc(C)cc1-n1nnnc1SCC(=O)c1ccc2c(c1)OCCO2
→ ? | -1% | 10%[38.3 µM] | -2% | -3% | -8% | -14%
CC/C(CC(=O)C(F)(F)F)=N\NC(=O)/C(C#N)=C/N(C)C
→ · | · | 8% | 7% | 3% | 7% | 3%
COc1cccc(CC(NC(C)=O)C(=O)NC2CCN(c3c(Cc4ccccc4)c(C)nc4ncnn34)CC2)c1 (centres undefined)
→ -16% | -4% | 5% | 2% | -1% | · | -3%

Bioassay records (PubChem BioAssay)
